Screening data deposited in PubChem by National Center for Advancing Translational Sciences (NCATS).
Epigenetic reg: regulators of epigenetic silencing causing reporter derepression in mouse cells; Potency, µM (titrated, usually from 53.9 µM), inactives show at the highest dose GFP activation, hits mostly activators; hit rate 0.2% among 280,000; murine LDR cells, GFP reporter derepression, 30 h; also: % of control where 0% means no effect; nearly all actives have a fitted effect of over 60% in size
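GFP-positive cell count by laser-scanning cytometry (objects 20–120 um) after 30 h, 37 C compound exposure of murine LDR cells; reporter is CMV-GFP integrated at a silenced locus, inducible by HDAC or DNMT inhibitors.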
ALDH1A1 inh: ALDH1A1 (human) enzyme inhibition | P00352 | Purified ALDH1A1, NADH fluorescence, propionaldehyde substrate | Potency, µM (titrated, usually from 75.3 µM), for the others: at the highest dose activity, negative = inhibition, most hits filed as inhibitors | hit rate 7.3% among 220,000 | AID 1030; active = well fitted inhibition curve with a large enough effect, not every such curve was filed as active; inconclusive = small, poorly fitted or top-dose-only effect, or another doubt; inactive = no such curve, though single readings can be large or run the other way;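 also: plate controls were no enzyme wells and a reference inhibitor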
Target sequence (P00352 whole entry, looked up): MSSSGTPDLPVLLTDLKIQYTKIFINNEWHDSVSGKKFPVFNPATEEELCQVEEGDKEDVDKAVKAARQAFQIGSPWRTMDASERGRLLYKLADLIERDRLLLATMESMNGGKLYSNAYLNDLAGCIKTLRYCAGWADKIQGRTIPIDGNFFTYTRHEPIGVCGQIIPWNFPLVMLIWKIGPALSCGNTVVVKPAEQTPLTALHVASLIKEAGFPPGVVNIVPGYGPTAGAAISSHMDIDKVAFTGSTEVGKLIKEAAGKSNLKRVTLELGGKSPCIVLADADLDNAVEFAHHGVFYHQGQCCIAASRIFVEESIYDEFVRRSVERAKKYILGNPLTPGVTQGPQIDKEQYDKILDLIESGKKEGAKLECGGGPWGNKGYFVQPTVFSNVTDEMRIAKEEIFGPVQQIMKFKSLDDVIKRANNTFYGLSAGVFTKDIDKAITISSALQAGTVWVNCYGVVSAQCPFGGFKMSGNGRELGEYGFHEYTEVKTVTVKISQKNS
GAA inh: blocks human lysosomal alpha-glucosidase; purified human GAA, 4-MU-alpha-glucoside fluorescence; hit rate 0.005% among 200,000; Potency, µM (highest dose often 76.9 µM), for the others: top-dose activity change, negative = inhibition, usual class: inhibitors;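 also: plate controls were uninhibited enzyme wells for no effect and no-enzyme background for full effect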
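qHTS format, compound range up to 77 uM. Human lysosomal enzyme at 4 nM, 400 uM 4-MU glucoside substrate, pH 5.0, 20 min room temperature; fluorescence after alkaline stop gives activity normalized to controls.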
NPSR antag: blocks cAMP signaling of the human neuropeptide S receptor | Q6W5P4 | CHO-NPSR cells, cAMP TR-FRET, antagonist mode | Potency, µM (titrated, usually from 38.3 µM), without a hit: top-dose activity change, negative = inhibition, usual class: inhibitors | hit rate 1% among 220,000 | AID 1461; also: % is scaled to controls: 0 for no effect and ±100 for the full control effect; nearly all actives have a fitted effect of over 50% in size; many of its hits are not listed in these tables
Target sequence (Q6W5P4 whole entry, looked up): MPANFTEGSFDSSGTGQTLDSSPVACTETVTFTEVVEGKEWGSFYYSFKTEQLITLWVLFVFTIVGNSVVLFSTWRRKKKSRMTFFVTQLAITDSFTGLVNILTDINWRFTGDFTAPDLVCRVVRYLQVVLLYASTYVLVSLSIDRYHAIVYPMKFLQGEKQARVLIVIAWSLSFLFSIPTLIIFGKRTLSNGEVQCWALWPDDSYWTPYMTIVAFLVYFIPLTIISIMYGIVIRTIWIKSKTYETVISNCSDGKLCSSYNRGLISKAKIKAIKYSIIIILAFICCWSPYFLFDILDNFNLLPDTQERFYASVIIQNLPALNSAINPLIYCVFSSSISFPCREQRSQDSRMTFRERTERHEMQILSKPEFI
GAA glycogen: inhibitors or activators of human alpha-glucosidase glycogen cleavage; P10253; recombinant GAA, glycogen substrate, Amplex Red glucose oxidase fluorescence; Potency, µM (series often up to 76.4 µM), inactives show at the top dose activity change, negative = inhibition, actives largely listed as inhibitors; hit rate 0.38% among 300,000;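 also: 0% = full enzyme reaction and -100% = no-enzyme basal signal; the screen sought inhibitors and activators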
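qHTS, 1536-well; enzyme 4 nM final; cpd up to 77 uM; substrate bovine liver glycogen 30 ug; 50 mM citrate/phosphate pH 5.0, 0.01% Tween-20; 37 C, 40 min; Amplex Red detection 45 min RT; Hill fit → AC50.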
GLA spleen mod: inhibits or activates alpha-galactosidase in human spleen homogenate; hit rate 0.008% among 240,000; human spleen homogenate, 4MU-alpha-Gal fluorescence, 40 min; P06280; Potency, µM (top dose mostly 80 µM), without a hit: at the top dose activity change, negative = inhibition, most hits filed as inhibitors;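 also: 0% = enzyme with vehicle and -100% = no enzyme basal signal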
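Inhibition or activation of alpha-galactosidase in human spleen homogenate is scored by 4-MU fluorescence after 40 min at 37C, pH 5.0, with 1 mM substrate. AC50s come from concentration-response fitted to the Hill equation.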
Tau fluor cs: counter-screen for tau fibril formation inhibitors. tau K18 P301L Alexa594 fluorescence, heparin fibrillization. hit rate 0.93% among 280,000. Potency, µM (top dose mostly 57.7 µM), for the others: at the highest dose activity change, negative = decrease; also: % is scaled to controls: 0 for no effect and ±100 for the full control effect; nearly all actives have a fitted effect of over 55% in size
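Human tau K18 P301L (15 uM unlabeled, 0.24 uM Alexa 594-labeled) in 100 mM sodium acetate pH 7 with 20 uM heparin, 6 hr at 37 C. ThT 30 uM added, 1 hr ambient; Alexa 594 FP and total fluorescence read at 555/632 nm.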
GAA spleen mod: inhibits or activates alpha-glucosidase in human spleen homogenate | Potency, µM (highest dose often 79.9 µM), inactives show at the top dose activity change, negative = inhibition, hits mostly inhibitors | human spleen homogenate, 4-MU-alpha-glucoside fluorescence | hit rate 0.006% among 240,000 | P10253;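 also: 0% = enzyme with vehicle and -100% = no enzyme basal signal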
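Human spleen homogenate (1 ug) with 4-methylumbelliferyl-alpha-D-glucopyranoside (1 mM final) in 50 mM citrate/phosphate pH 5.0, 0.01% Tween-20; 40 min at 37 C. Stopped at pH 10; 4-MU fluorescence Ex 365/Em 440 nm; AC50 by Hill fit.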
Starred values were filed as active, the others as inactive; ? = inconclusive; . = not tested or not shown; [ ] = another dose, or the depositor's remark. Unless noted, calls follow the shape of the dose curve; as a rule, active = well fitted curve in the direction sought with a large enough effect; inconclusive = small, poorly fitted or top-dose-only effect, or another doubt; inactive = no such curve, though single readings can be large; an effect the other way counts as inactive or inconclusive. Potency is read from the fitted curve at half-maximal effect.

molecule	Epigenetic reg	ALDH1A1 inh	GAA inh	NPSR antag	GAA glycogen	GLA spleen mod	Tau fluor cs	GAA spleen mod
CCOC(=O)c1c(-c2ccc(OC)cc2)csc1NC(=O)CSc1ncnc2sccc12	-0.1%	8%	-4%	-9%	7%	-1%	-18%	-5%
COc1ccc(N2CCN(CCCNC(=O)CN3CCN(Cc4ccccc4C)C3=O)CC2)cc1	-0.9%	-5%	8%	3%[46.1 µM]	-8%	6%	-18%	-1%
O=C(OCC(=O)N1CCN(S(=O)(=O)c2ccc(Cl)cc2)CC1)c1ccc([N+](=O)[O-])o1	0.0%	25µM*	-7%	-2%	-10%	1%	-5%	-17%
COC(=O)c1ccc(Cl)c(NS(=O)(=O)c2ccc3c(c2)OCCO3)c1	-0.2%	6%	8%	6%[46.1 µM]	2%	2%	-4%	5%
CN(Cc1ccon1)Cc1cn(Cc2ccccc2)nc1-c1ccc2c(c1)OCO2	1.1%	0%	.	37%	5%	4%	-13%	-3%
Cc1ccc(S(=O)(=O)N2CCCC(C(=O)NCc3ccccn3)C2)cc1 (stereo unspecified)	0.9%	3%	0%	-15%[46.1 µM]	5%	-4%	-10%	0%
CCC1=C(OC(=O)N(CC)CC)N2C(=O)OC(=NCCOC)[C@]2(C)[C@H]2C1=CC[C@H]1C(=O)N(CC(=O)OC)C(=O)[C@H]12	1.6%	28µM*	.	.	.	9%	-1%	-11%
Cc1ccc(NC(=S)N(CCN(C)C)Cc2cccs2)c(C)c1	3.2%	-6%	-4%	-6%	8%	3%	-9%	-1%
O=C(CC(C(=O)N1CCc2ccccc21)n1ccnc1)NCc1cccnc1 (stereo unspecified)	2.0%	-2%	2%	-7%[46.1 µM]	-13%	-5%	-15%	-2%
CCOC(=O)Nc1c(C(=O)OC)[nH]c2cc(OC)ccc12	-0.2%	?	10%	-15%[46.1 µM]	2%	-10%	-14%	-8%
CCOC(=O)Cn1nc(-c2ccc(C)cc2)ccc1=O	-1.0%	?	2%	23%[46.1 µM]	7%	-5%	3%	-2%
O=C(N/N=C/c1cccc(F)c1)NC1CCCCC1	1.0%	-2%	-4%	5%	3%	0%	-5%	2%

The list continues:
molecule	Epigenetic reg	ALDH1A1 inh	GAA inh	NPSR antag	GAA glycogen	GLA spleen mod	Tau fluor cs	GAA spleen mod
Cc1cc(C(C)(C)C)ccc1OCCCCN1CCCC1	1.1%	-5%	-6%	19%	10%	-2%	8%	-3%
Cc1cccc(NC(=O)N2CCC(NC(=O)c3ccccc3C)CC2)c1	2.8%	3%	-5%	15%[7.67 µM]	4%	4%	-16%	-16%
CCN1C(=O)C2(C(C#N)=C(N)Oc3n[nH]c(C(C)C)c32)c2ccccc21 (stereo unspecified)	1.8%	?	0%	8%[46.1 µM]	-4%	3%	-9%	8%
CCOC(=O)NC(Nc1sc2c(c1C(N)=O)CCCC2)(C(=O)OCC)C(F)(F)F (stereo unspecified)	-0.9%	-6%	-2%	-10%[46.1 µM]	?	-4%	-15%	-5%
O=C(N/N=C/c1ccncc1)c1cc2ccccc2o1	0.0%	4%	-11%	8%	-10%	-1%	-4%	-26%
CCOCCCNC(=O)CN1CCN(c2ccc(F)cc2)CC1	-1.6%	?	3%	-13%[46.1 µM]	6%	-7%	2%	-1%
COc1cc(-c2nc3ccccn3c2/N=C/c2ccccc2)ccc1O	-1.1%	-11%	3%	?	?	-4%	-26%	-8%
CC(=O)OC[C@H]1O[C@@H](O/N=C(\C)CCN2CCCc3nc(C)c(C)cc32)[C@H](OC(C)=O)[C@@H](OC(C)=O)[C@H]1OC(C)=O	0.8%[10.1 µM]	?	.	.	.	-11%[17.5 µM]	-2%[11.6 µM]	0%[17.4 µM]
Cc1cc(C)c(C#N)c(SCC(=O)N(C)C2CCCCC2)n1	-1.2%	18µM*	-3%	-28%[46.1 µM]	4%	-18%	-2%	-19%
CC1CCN(C(=O)Cn2cc(C(=O)C3CC3)c3ccccc32)CC1	-1.0%	-5%	-3%	-5%	3%	9%	-1%	2%
Cn1cccc1C(=O)NS(=O)(=O)c1ccccc1Cl	-1.0%	-2%	-3%	-5%[46.1 µM]	10%	-8%	4%	-2%
COC(=O)[C@H](Cc1ccccc1)NC(=O)Nc1ccc(C)cc1	-2.2%	-3%	0%	-5%[46.1 µM]	9%	-9%	-2%	-10%

(continued)
molecule	Epigenetic reg	ALDH1A1 inh	GAA inh	NPSR antag	GAA glycogen	GLA spleen mod	Tau fluor cs	GAA spleen mod
O=C(O)CCCn1cc(NC(=O)c2cc(F)c(F)cc2Cl)cn1	-2.9%	?	9%	9%	0%	-16%	12%	-4%
Cc1nc(-c2ccccc2)nc2[nH]c(C(C)C)cc(=O)c12	6.5%	5%	8%	16%[46.1 µM]	2%	4%	-14%	-11%
Cc1csc(/C(=N/OC(=O)c2ccco2)C(N)=O)n1	1.9%	.	.	8%	8%	-5%	5%	-2%
CC(c1ccccc1)C1C(C#N)=C(N)OC2=C1C(=O)CCC2 (stereo unspecified)	0.3%	14%	2%	-15%[46.1 µM]	-9%	3%	2%	2%
COc1ccc(OC)c(-n2c(-c3cccc(C)c3)n[nH]c2=S)c1	-2.7%	?	6%	-26%	-26%	-1%	-2%	5%
CCOC(=O)N1CCC(NC(=O)c2ccc(OC)c(CN3CC(=O)N4CCCC4C3=O)c2)CC1 (stereo unspecified)	0.6%	-7%	-8%	-28%[46.1 µM]	2%	6%	1%	-5%
O=C(CSc1nc2ccc([N+](=O)[O-])cc2[nH]1)NCCc1ccccc1	0.0%	-10%	-6%	-8%[46.1 µM]	1%	-3%	-28%	-7%
N#C/C(=C/c1ccccc1[N+](=O)[O-])c1nc(C2CC2)cs1	0.0%	11µM*	4%	-16%[46.1 µM]	11%	-2%	?	-2%
CCN(C(=O)COC(=O)c1cccn1C)C1CCS(=O)(=O)C1 (stereo unspecified)	-1.3%	11%	-7%	21%	-12%	-5%	-11%	0%
O=C(Nc1ccc(N2CCCCC2)cc1)c1ccc(F)cc1	0.0%	-11%	1%	-12%[46.1 µM]	-1%	-2%	-5%	-2%
NC(=O)CC(NC(=O)c1ccccc1)c1ccc(NC2CCCCC2)c([N+](=O)[O-])c1 (stereo unspecified)	-1.7%	.	.	-15%	4%	-7%	-13%	2%
COc1ccccc1N/C=C(\C#N)c1nc2ccccc2[nH]1	?	-11%	?	-17%	8%	-4%	?	-2%

The list goes on, starting with the last 2 of the part before.
molecule	Epigenetic reg	ALDH1A1 inh	GAA inh	NPSR antag	GAA glycogen	GLA spleen mod	Tau fluor cs	GAA spleen mod
NC(=O)CC(NC(=O)c1ccccc1)c1ccc(NC2CCCCC2)c([N+](=O)[O-])c1 (stereo unspecified)	-1.7%	.	.	-15%	4%	-7%	-13%	2%
COc1ccccc1N/C=C(\C#N)c1nc2ccccc2[nH]1	?	-11%	?	-17%	8%	-4%	?	-2%
Cc1cccc(S(=O)(=O)NCCc2cn3ccccc3n2)c1	0.3%	3%	-19%	-7%	9%	-3%	7%	-3%
COc1ccc(OC)c(-n2c(C)nc3cc(C(=O)O)ccc32)c1	-0.3%	-10%	-9%	-15%[46.1 µM]	19%	-7%	-1%	-2%
O=C(NCc1ccco1)c1cc2ccc(O)cc2oc1=O	-0.7%	?	.	-25%[46.1 µM]	-2%	?	-15%	?
CC(C)(C)NC(=O)C(c1ccncc1)N(Cc1ccco1)C(=O)c1ccc(-c2ccccc2)[nH]1 (stereo unspecified)	?	?	-11%	-21%	0%	6%	-5%	-3%
COc1ccc(C(=O)c2cnc(C(C)C)n2C)cc1	-1.0%	8%	-3%	-10%[46.1 µM]	3%	1%	-7%	-7%
Cc1ccc(NC(=O)c2cccc(OCc3c(C)noc3C)c2)cc1S(=O)(=O)Nc1ccccc1Cl	-1.9%	-5%	-4%	-10%	-12%	2%	?	-5%
COc1nc(-c2cccs2)cc(-c2ccc(C)cc2)c1C#N	0.0%	?	?	?	2%	12%	-14%	-4%
O=C(Nc1ccc(F)cc1)N1CCN(c2nc3ccccc3s2)CC1	1.2%	?	-7%	-5%[46.1 µM]	4%	-4%	-7%	3%
CC1CCCCC12NC(=O)N(CC(=O)NCc1ccc3c(c1)OCO3)C2=O (stereo unspecified)	-0.1%	-8%	-5%	14%	7%	8%	-4%	4%
CC(=O)N/C(=C\c1ccccc1)C(=O)NCc1ccc2c(c1)OCO2	-0.7%	-6%	5%	4%	-4%	-2%	4%	-3%
O=C(Cn1cc([N+](=O)[O-])cn1)N1CCc2ccccc21	-1.1%	-2%	5%	-3%[46.1 µM]	3%	-5%	-3%	-5%
O=C(NC1CCS(=O)(=O)C1)N1CCCCC1 (stereo unspecified)	0.0%	0%	0%	4%[46.1 µM]	-16%	3%	-6%	-3%

(cont.)
molecule	Epigenetic reg	ALDH1A1 inh	GAA inh	NPSR antag	GAA glycogen	GLA spleen mod	Tau fluor cs	GAA spleen mod
Cc1cc(/C=c2/sc3nc4ccccc4n3c2=O)c(C)n1-c1ccccn1	-1.0%	13µM*	-5%	?	13%	-3%	-20%	-3%
Clc1ccc2oc(-c3ccccc3)nc2c1	-1.0%	2%	0%	-6%[46.1 µM]	2%	2%	-16%	-13%
CC1(C)CC(=O)c2cnc3nc4ccccc4n3c2C1	-0.1%	?	1%	2%	-8%	8%	-5%	3%
O=c1cc(O)n(-c2ccc(F)cc2)c(=S)[nH]1	0.0%	4%	-2%	-2%[46.1 µM]	2%	0%	-1%	2%
CC1CCCC(NC(=O)CC2Nc3ccccc3NC2=O)C1C (stereo unspecified)	-0.9%	?	11%	-4%[46.1 µM]	?	5%	-7%	-15%
CCCCC1=CC2=C(c3ccco3)C(=O)C(C)(OC(=O)c3ccc(OC)cc3)C(=O)C2=CN1Cc1ccccc1 (stereo unspecified)	18µM*	1%[13.5 µM]	.	-52%	0%	1%[17.5 µM]	2%[11.6 µM]	-5%[17.4 µM]
Cc1ccc2c(c1)N(CC(=O)NC1CCCCC1C)C(=O)CO2 (stereo unspecified)	-1.0%	10%	-15%	-15%[46.1 µM]	-1%	3%	-18%	2%
O=C(C1CCN(C2CCN(Cc3ccc4c(c3)CCO4)CC2)CC1)N1CCOCC1	4.8%	-20%	-4%	-5%	3%	-1%	3%	-6%
Cc1cc(C)c(C(=O)CN2C(=O)NC3(CCCCCC3)C2=O)cc1C	1.1%	1%	0%	-11%	3%	8%	-15%	-24%
Cc1cc(=O)[nH]c(SCc2cc(=O)n3nc(C)sc3n2)n1	4.3%	-2%	0%	-9%[46.1 µM]	5%	1%	1%	1%

Only part of the results is shown (hit frequency here may not be typical).
